Screening data: PubChem, several laboratories
PMI act hi M6P: human PMI activators, high substrate, primary screen, biochemical, fluorescence intensity, near-saturating mannose 6-phosphate; Mannose-6-phosphate isomerase (Homo sapiens), P34949; coupled PMI enzyme assay, resazurin fluorescence, 20 min; hits give high values; 1 = untreated enzyme, 0 = substrate-free blank; activation factor at 20 µM; 190,000 tested, 0.34% active;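 active = activation factor of 2 or more at 20 µM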
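Test system: human PMI in coupled enzyme assay; Input: PMI at 15 ng/mL final; Medium: HEPES buffer, pH 7.4; Schedule: 20 min incubation at room temperature; Technique: resorufin fluorescence at Ex 544/Em 590 nm; Compound: 20 µM single dose; Probe or stimulus: Near-saturating mannose-6-phosphate, 1.0 mM.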
DTT redox prof: compounds producing H2O2 with reducing agent – biochemical, NIH compound library profiling, artefact control for MLSCN library redox annotation, primary screen; DTT-dependent redox cycling H2O2, phenol red/HRP absorbance; 100% = 100 µM peroxide control, 0% = buffer; activation, % at 10 µM; 200,000 tested, 0.03% active; AID 878, 2007;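 active = activation of at least 50% relative to the plate's high and low controls in the primary single-dose screen; inactive = activation below 50%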;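 note: compound incubated with DTT at 0.8 mM final as the reducing agent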
RAM inhibit: inhibitors of the yeast RAM network, primary screen, dse1pr::URA3 reporter, 5-FOA selection | S. cerevisiae dse1pr::URA3 reporter, 5-FOA growth OD615, 2 d; analog-sensitive cbk1-as2 kinase mutant strain | inhibition, % at 50 µM | 190,000 tested, 1.8% active | AID 868, 2007;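 active = inhibition above a set limit, 3 SD over mean compound inhibition, cut at about 8.4% in these data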;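 note: 0% = DMSO-only wells with no growth and 100% = 10 µM 1-NA-PP1 full growth; inhibition rescues growth on 5-FOA so higher OD means more RAM inhibition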
S1P3 antag: S1P3 receptor antagonists, primary screen, cell-based; AID 485, 2006; 170,000 tested, 0.27% active; inhibition, % at 4.98 µM; CHO S1P3 NFAT-BLA reporter, FRET fluorescence, antagonist mode; Sphingosine 1-phosphate receptor 3 (Homo sapiens), Q99500;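 active = inhibition above the plate cutoff, the mean inhibition of test wells on that plate plus 3 SD, cut at about 28% in these data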;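 note: cells challenged with S1P at its EC80 of 0.8 µM; blue over green emission ratio from cleaved BLA substrate after 4 h stimulation; 0% = S1P-stimulated wells and 100% = unstimulated DMSO-only wells; some compounds past the cut are filed as inactive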
Target sequence (Q99500 whole entry, looked up): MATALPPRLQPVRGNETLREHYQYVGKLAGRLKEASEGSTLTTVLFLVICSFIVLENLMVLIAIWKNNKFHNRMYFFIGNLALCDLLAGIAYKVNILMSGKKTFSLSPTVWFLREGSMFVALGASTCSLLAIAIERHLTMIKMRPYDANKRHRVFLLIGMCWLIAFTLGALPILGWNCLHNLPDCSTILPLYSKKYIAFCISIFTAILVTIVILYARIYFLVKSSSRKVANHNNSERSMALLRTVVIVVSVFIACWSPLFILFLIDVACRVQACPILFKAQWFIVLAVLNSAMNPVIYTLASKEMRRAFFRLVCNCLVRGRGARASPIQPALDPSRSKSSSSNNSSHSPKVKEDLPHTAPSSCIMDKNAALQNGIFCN
TNAP inh hi DEA: human TNAP enzyme inhibitors, primary screen, biochemical, luminescent, high phosphate acceptor level, uHTS; Alkaline phosphatase, tissue-nonspecific isozyme (Homo sapiens), P05186; purified TNAP, CDP-star luminescence, 1 M DEA; inhibition, % at 20 µM; 200,000 tested, 0.03% active; AID 1135, 2008;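 active = over 50% inhibition of tissue-nonspecific alkaline phosphatase at 20 µM in the single-dose screen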;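 note: plate controls were DMSO wells for no effect and EDTA-quenched wells as full inhibition for full effect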
Target sequence (P05186 whole entry, looked up): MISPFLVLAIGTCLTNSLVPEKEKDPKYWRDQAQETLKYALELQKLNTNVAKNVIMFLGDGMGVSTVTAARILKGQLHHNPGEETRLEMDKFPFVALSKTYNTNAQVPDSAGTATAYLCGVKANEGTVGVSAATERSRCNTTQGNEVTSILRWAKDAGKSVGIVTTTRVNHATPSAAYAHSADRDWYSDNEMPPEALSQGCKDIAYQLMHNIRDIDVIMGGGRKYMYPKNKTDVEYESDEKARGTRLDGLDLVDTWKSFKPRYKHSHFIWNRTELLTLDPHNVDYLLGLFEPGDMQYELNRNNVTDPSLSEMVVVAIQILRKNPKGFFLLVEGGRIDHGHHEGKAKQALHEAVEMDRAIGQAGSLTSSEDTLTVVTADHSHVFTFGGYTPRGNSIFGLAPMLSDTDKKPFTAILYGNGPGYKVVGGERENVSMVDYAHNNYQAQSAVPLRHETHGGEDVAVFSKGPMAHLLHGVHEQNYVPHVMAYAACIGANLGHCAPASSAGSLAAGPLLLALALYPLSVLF
PMI act: activators of human PMI, primary screen, biochemical, fluorescence intensity, near-Km mannose 6-phosphate. 190,000 tested, 0.005% active. purified human PMI, coupled resazurin fluorescence, 20 min; hits give high values; 1 = vehicle control, 0 substrate-free wells. Mannose-6-phosphate isomerase (Homo sapiens), P34949. activation factor at 20 µM;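 active = activation factor of 2 or more at 20 µM, relative to plate controls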
L major viab: Leishmania major promastigote growth inhibition, primary screen; inhibition, % at 10 µM; Leishmania major promastigotes, resazurin fluorescence viability; 200,000 tested, 9% active; in the data active = inhibition above about 50%;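 note: promastigotes grown with compound for 44 hours at 28 °C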
Hsp70 act: Hsp70 transcriptional activators, primary screen, cell-based, HeLa, Hsp70 promoter luciferase, luminescence, 10 µM; HeLa Hsp70 promoter luciferase reporter; scaled: vehicle 0, proteasome-inhibitor control 100%; AID 1203, 2008; 200,000 tested, 0.04% active; activation, % at 10 µM;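 active = activation above the mean across all tested compounds plus 3 SD, cutoff set per campaign, cut at about 5.5% in these data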;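 note: 100% = MG132 at 30 µM as the positive control and 0% = DMSO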
Efa HMGR inh: inhibitors of E. faecalis class II HMGR, primary screen, biochemical, Enterococcus faecalis; HMG-CoA reductase (Enterococcus faecalis, mvaE); purified E. faecalis HMGR, NADPH absorbance 340 nm kinetic; inhibition, % at 10 µM; 190,000 tested, 0.41% active; AID 1066, 2008;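 active = inhibition above a set limit, the median over all tested compounds plus 3 SD, cut at about 9.5% in these data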;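 note: enzyme runs in reverse so mevalonate oxidation gives rising NADPH absorbance; 0% = complete reaction with DMSO and 100% = background rate lacking mevalonate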
TNAP inh noacc: human TNAP enzyme inhibitors, primary screen, biochemical, luminescent, no phosphate acceptor, uHTS; purified TNAP, CDP-star luminescence, 30 min; inhibition, % at 20 µM; 200,000 tested, 0.26% active;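 active = tissue-nonspecific alkaline phosphatase inhibition above about 50% at 20 µM in the single-dose screen, limit read from the data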;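 note: 0% = DMSO negative control and 100% = EDTA positive control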
The depositor's hits bear a star; nt = no result given.

SMILES	PMI act hi M6P	DTT redox prof	RAM inhibit	S1P3 antag	TNAP inh hi DEA	PMI act	L major viab	Hsp70 act	Efa HMGR inh	TNAP inh noacc
COc1ccc(C(CNC(=O)c2cc(=O)[nH]c3ccccc23)N2CCCC2)cc1 (stereo unspecified)	0.9	-0.2	0.1	-7	-5	1	-3	-0.5	0	1
Cc1ccc(S(=O)c2ccc(NC(=O)C3CC3)cc2C#N)cc1 (stereo unspecified)	1	11	3.3	0	-5	1.1	-5	-0.4	-6	-16
CCOC(=O)c1c(C)c(C)n(Cc2ccc(OC)c(OC)c2)c1C	0.9	-0.6	2.0	-5	0	0.9	13	-0.5	-6	0
O=C(CSc1ccc(Cl)cc1)N1CCOCC1	0.9	0.1	1.2	-18	2	0.9	-7	-0.1	-3	-5
CC(C)NC(=O)[C@@H]1C[C@@]1(C)[C@@H](NC(=O)OCc1ccccc1)c1ccccc1	0.9	0.1	2.0	-5	-5	0.9	-1	0.1	1	-12
Nc1c(C(=O)Nc2cccc(Cl)c2Cl)sc2nc(-c3cccnc3)ccc12	0.9	0.8	2.8	-3	-4	0.9	-4	-0.1	-2	3
Clc1ccc(N2COC3c4cccc5cccc(c45)C32)cc1 (stereo unspecified)	0.9	3.8	2.2	nt	-2	1	-2	-0.2	-13	-8
Cn1c(C2CCCN2C(=O)OC(C)(C)C)n[nH]c1=S (stereo unspecified)	1	-3.2	-0.9	-3	-3	1	-1	0.1	2	-4
Cc1cc(C)nc(N(C#N)S(=O)(=O)c2ccccc2)n1	1	0.2	-0.1	-12	-4	1	-3	-0.1	-5	-10
COc1ccc(C2c3sc(=O)[nH]c3SC3C4CCC(C4)C23)cc1OC (stereo unspecified)	0.9	0.7	6.3	nt	2	0.9	11	0.0	-1	-15
Cc1ccc(-c2csc(NC(=O)Cn3[nH]c(=O)c4ccccc4c3=O)n2)cc1	1	-0.8	3.1	0	-2	1	5	-0.1	0	-32
COc1ccc(OC)c(C(=O)COC(=O)C2CC3CCCC(C2)C3=O)c1 (stereo unspecified)	1	-0.1	2.8	9	-5	1	-7	-0.2	-3	-10
COc1ccc(OC)c(C2CC(=O)Nc3c2c(=O)[nH]c2ncnn32)c1 (stereo unspecified)	1.1	1.1	0.5	7	2	1.1	-7	0.0	-6	-4
O=C(Nc1cccc([N+](=O)[O-])c1)c1ccc2c(c1)OCCO2	1	-0.1	2.7	-4	-3	1.1	52*	0.1	-2	4
COC(=O)c1ccccc1NC(=O)CN(CCc1ccccc1)S(C)(=O)=O	0.9	2.9	1.9	-4	-5	0.9	-3	-0.1	-2	-12
CCOc1ccc(N(C(C)C(=O)NC2CCCCCC2)S(C)(=O)=O)cc1 (stereo unspecified)	1.3	2.6	2.9	15	1	1.1	0	-0.3	3	-5
Cc1ccccc1NC(=O)c1c2c(nc3ccccc13)CCC2	1	-1.9	-0.2	-14	-6	1.1	-3	-0.1	-1	-10
N#C/C(=C/c1ccc(N2CCOCC2)o1)c1ccc(Cl)cc1	0.6	-3.3	0.2	nt	17	0.8	15	0.6	-6	13
COc1cc(-c2nn3c(-c4ccccc4)nnc3s2)cc(OC)c1OC	1.1	-0.4	4.0	5	-4	1.1	20	-0.4	2	-7
CCOc1ccc(NC(=O)CSc2nnc(Cc3cccn3C)n2-c2ccc(OC)cc2)cc1	1	2.7	5.5	31	-4	0.9	2	-0.1	-2	-6
COc1cccc(C(=O)Nc2cccc(OC(C)=O)c2)c1	1	2.1	1.0	11	1	1	-10	0.5	-4	-4
COc1ccc(NC(=O)NN2CCOCC2)cc1OC	0.9	-0.3	0.9	-29	-3	1.1	-4	-0.4	-6	-7
COCCNC(=O)c1cn(C)c2ccccc2c1=O	1	-0.9	1.1	0	-6	1	2	-0.1	-6	-11
COc1ccccc1/C=C/C(=O)OCC(=O)c1c(N)n(C)c(=O)n(C)c1=O	1	-0.4	4.6	-21	-4	1	-9	-0.4	4	-8
CN(C)S(=O)(=O)c1ccc(C(=O)Nc2cccc(C(=O)O)c2)cc1	0.9	3.7	2.8	-6	-2	0.9	-5	-0.1	7	-7
CS(=O)(=O)N(CC(=O)NCc1ccc2c(c1)OCO2)Cc1ccc(Cl)cc1	0.9	-0.7	0.3	-24	-2	0.9	-3	-0.3	-6	-9
CCOc1cc(/C=C\[N+](=O)[O-])ccc1OCC(=O)Nc1ccccc1C	0.9	-5.3	-0.3	nt	4	1	71*	-0.2	1	-1
Cc1cc(C)c2sc(N)nc2c1	0.9	-0.8	1.1	16	0	1	1	-0.4	-2	-6
O=C(Nc1ccccc1Cl)N1CCN(c2ccc3nncn3n2)CC1	1	-1.4	-0.7	nt	-3	1	-1	0.0	2	-9
CC(=O)Oc1ccccc1N(C(C)=O)S(=O)(=O)c1ccc(C)cc1	0.9	-1.8	1.6	-1	2	1	-4	-0.2	2	-16

Fetched one by one from the entries so far:
SMILES	PMI act hi M6P	DTT redox prof	RAM inhibit	S1P3 antag	TNAP inh hi DEA	PMI act	L major viab	Hsp70 act	Efa HMGR inh	TNAP inh noacc
CC(=O)Oc1ccccc1N(C(C)=O)S(=O)(=O)c1ccc(C)cc1	0.9	-1.8	1.6	-1	2	1	-4	-0.2	2	-16
CS(=O)(=O)N(CC(=O)NCc1ccc2c(c1)OCO2)Cc1ccc(Cl)cc1	0.9	-0.7	0.3	-24	-2	0.9	-3	-0.3	-6	-9

(more compounds)
SMILES	PMI act hi M6P	DTT redox prof	RAM inhibit	S1P3 antag	TNAP inh hi DEA	PMI act	L major viab	Hsp70 act	Efa HMGR inh	TNAP inh noacc
CC(C)(C)c1ccc(COn2c(=O)c(-c3ccco3)[n+]([O-])c3ccccc32)cc1	1.1	0.3	-0.1	nt	-4	1.1	1	-0.1	-10	2
COC(=O)[C@@]1(Cc2ccc(OC)cc2)[C@H]2c3cc(C(=O)N4CCCC4)n(CCO)c3C[C@H]2CN1C(=O)c1ccccc1	0.9	0.4	3.1	-4	-4	1	0	-0.2	-8	-8
COc1ccc(CN2CCNC(=O)C2CC(=O)NCCCn2cccn2)c(OC)c1 (stereo unspecified)	0.8	-0.7	0.4	-12	-3	0.9	-7	0.2	0	-12
CCOC(=O)c1c(Cc2ccccc2)c[nH]c1C	0.9	-0.8	-0.1	12	1	1.2	5	-0.1	-6	-13
CCc1ccc(OCC2c3cc(OC)c(OC)cc3CCN2C(=S)NC)cc1 (stereo unspecified)	0.9	-0.7	5.5	-13	-4	0.8	33	-0.3	-2	-12
CC1CCN(C(c2ccc(N(C)C)cc2)c2nnnn2C(C)(C)C)CC1 (stereo unspecified)	0.9	-0.4	2.3	2	-7	0.8	-6	0.0	3	-4
Cc1ccc(Oc2ccc(OCC(=O)NC(C)C(=O)O)cc2)cc1 (stereo unspecified)	1	-2.6	0.5	17	-3	1	2	-0.1	-7	-17
COC(=O)c1ccc(NC(=S)NCCc2ccccc2C)cc1	0.9	-0.6	1.8	-6	0	0.9	12	-0.2	2	-9
COc1ccc(C)cc1NC(=O)CC(O)(C(F)(F)F)C(F)(F)F	1	0.0	2.2	nt	-2	1.1	-9	-0.2	1	13
COc1ccc(-c2ccc(SCC(=O)N3CCCC3)nn2)cc1OC	1	0.6	0.8	18	-6	1	6	0.2	0	-8
Cc1ccc(OCCn2cccn2)c(C)c1	1.1	-1.7	1.2	-11	-2	1.1	-6	-0.1	1	-8
COc1ccc(N2CCN(C(=O)c3ccc(OCC4CCCO4)cc3)CC2)cc1 (stereo unspecified)	1	-0.6	6.2	-10	0	1	-7	-0.1	0	-10
c1cncc(Cc2cc3ccccc3[nH]2)c1	1	0.8	0.8	-1	1	0.9	50*	-0.3	-6	-4
CC(C)(C)NC(=O)CCc1ncc(C(F)(F)F)cc1Cl	1	-0.7	3.5	-33	-2	1	2	-0.4	-1	-10
CCN(CC)CCCNc1ncnc2ccccc12	nt	-0.3	1.7	-3	-5	nt	-6	-0.3	1	-10
Nc1ccccc1-c1nc2ccccc2s1	0.9	-1.9	1.7	-39	-7	0.9	-2	0.1	-8	-25
O=[N+]([O-])c1cc(-n2cnnn2)ccc1N1CCC(Cc2ccccc2)CC1	0.9	-8.8	8.9*	nt	3	0.8	8	-0.2	1	2
Cc1cc(NC(=O)CSc2nc3c(c(=O)n(C)c(=O)n3C)n2C(C)C)no1	0.9	-1.9	2.5	-9	4	0.9	0	-0.4	0	0
O=C(N/N=C/c1cn(-c2ccccc2)nc1-c1cccnc1)c1ccccc1	0.9	-0.6	0.0	9	-5	0.8	25	0.1	-2	-6
COC(=O)c1ccc(N2CCN(C(C)=O)CC2)c(NC(=O)c2cccnc2)c1	1.1	-0.7	0.4	-6	-5	1	-6	0.2	-3	-13
O=C(Cn1[nH]c(=O)c2ccccc2c1=O)NC1CCCCCC1	1	0.1	3.7	nt	-2	1	3	-0.4	0	-5
COc1cc(C(=O)N[C@@H](C)C(=O)NCc2ccco2)cc(OC)c1OC	1	0.1	3.3	5	-3	1	-6	-0.1	-4	9
CC1CCc2nn(CC(=O)NCCCN3CCOCC3)cc2C1 (stereo unspecified)	0.9	-0.2	-0.5	-21	4	0.9	-5	-0.3	-4	-7
CCOC(=O)C(C)(C)N(Cc1ccc(C)cc1)S(=O)(=O)c1ccc(Cl)c([N+](=O)[O-])c1	1	0.8	9.8*	-15	0	0.9	100*	-0.4	-9	-63
Cc1ccc(OCC(=O)Nc2ccc(O)c(C(=O)O)c2)cc1C	0.9	2.3	1.2	-10	-2	0.9	-9	0.1	-5	-13
COc1cc(C(=O)Nc2ccc(-c3nc4cc(C)ccc4o3)c(O)c2)cc(OC)c1OC	1	-0.2	5.0	38	-8	0.9	10	-0.3	-1	-22
CC(=O)Nc1ccc2c(c1)c1ccccc1n2C(C)=O	1	-0.1	0.9	11	-3	1	7	-0.5	-2	-10
COc1cc(C(=O)Oc2cccc(C)c2)cc(OC)c1OC	1	1.7	0.0	nt	-7	1	-7	0.0	0	-14
Cc1csc2ncc(C(=O)Nc3ccccc3F)c(=O)n12	0.9	nt	nt	-9	-6	0.9	nt	nt	nt	-14
COc1ccc(NC(=O)CN(C)S(=O)(=O)c2ccccc2)cc1	1	0.2	0.1	nt	-6	1	2	0.0	-5	-18
COc1ccc(N(CC(=O)Nc2ccc(C)cn2)S(=O)(=O)c2c(C)nn(C)c2C)cc1	0.9	0.2	0.9	-17	-8	0.9	0	0.0	-3	-16
O=C(c1ccco1)N1CCN(C(=O)c2cc(-c3ccccn3)nc3ccccc23)CC1	1	-0.8	0.8	-22	-5	1	-4	-0.5	-2	-11
